# HT1080 cytotoxicity: HT1080 cell viability loss – fluorescence readout (AID 620); cytotoxicity, % at 10 µM; hits with a dose series show EC50 in µM; 87,000 compounds, 0.42% hits; HT1080 viability, fluorescence; higher % means a stronger effect; in the data active = cytotoxicity above about 50%;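 note: cells exposed to compound overnight then 4 h with Alamar Blue; 0% = vehicle DMSO and 100% = killing control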
# MK inhibit: inhibitors of Streptococcus pneumoniae mevalonate kinase; inhibition, % at 10 µM; 65,000 compounds, 0.48% hits; purified MK, PK/LDH-coupled NADH absorbance 340 nm; AID 555;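 active = ranked among the strongest by inhibition in the single 10 µM screen, a fixed top-ranked set picked for dose follow-up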; note: no value below 0 was filed
# Spn PMK inh: inhibitors of Streptococcus pneumoniae phosphomevalonate kinase; 65,000 compounds, 0.49% hits; purified PMK, PK/LDH-coupled NADH absorbance 340 nm; inhibition, % at 10 µM;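 active = top-ranked compounds by inhibition in the single 10 µM screen, taking a fixed number of the strongest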;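 note: 0% = full reaction with DMSO carrier and 100% = background rate without enzyme reaction; no value below 0 was filed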
# Spn DPM-DC inh: S. pneumoniae DPM-DC inhibition; purified DPM-DC, PK/LDH coupled NADH fluorescence; calls only at 10 µM; 65,000 compounds, 0.49% hits;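 active = the 320 compounds with the highest percent inhibition in the single-dose primary screen, excluding strongly autofluorescent ones, cut at about 32% in these data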;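 note: kinetic rate of NADH fluorescence loss reporting ADP formed by the decarboxylase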
# * hit, by the source's call; i = inactive; x = no result given. These rows are one share of the data. The share of hits here may be higher or lower than overall.
SMILES,HT1080 cytotoxicity,MK inhibit,Spn PMK inh,Spn DPM-DC inh
CCCC(C)n1[nH]c(=O)c2c1NC(=O)CSC2c1ccc(OC)cc1 (stereo not drawn),-5%,x,x,x
COc1cc(/C=N/NP(=S)(c2ccccc2)c2ccccc2)ccc1O,-7%,x,x,x
COC(=O)C(O)(c1ccc(N(C)C(=O)OC(C)C)cc1)C(F)(F)F (stereo not drawn),-6%,x,x,x
CCCN(CC#CCOc1ccc(OC)cc1)CCC,1%,x,x,x
CC(=O)c1ccc2c(c1)C1C(Cl)C(Sc3ccccc3[N+](=O)[O-])CC1C(c1ccccc1[N+](=O)[O-])N2 (stereo not drawn),-4%,x,x,x
C=CCn1c(O)c(C(CC)=NC2CC2)c(=O)[nH]c1=O,-13%,x,x,x
CCOC(C(=O)OCCCN(CC)CC)(c1ccccc1)c1ccccc1,-12%,x,x,x
Cc1cc(C=O)c(C)n1CC1CCCO1 (stereo not drawn),-7%,x,x,x
Cc1cc(C)c(NC2=NCCCS2)c(C)c1,11%,x,x,x
CCCC1COC(Cn2cncn2)(c2ccc(Cl)cc2Cl)O1 (stereo not drawn),-7%,x,x,x
COCCNC(=O)c1c(N)n(Cc2ccco2)c2nc3ccccc3nc12,8%,x,x,x
C=CCC1(CN2CCCC2=O)C(=O)NC(=O)NC1=O,-12%,x,x,x
c1ccc(CNCCc2ccc3c(c2)OCO3)nc1,-2%,x,x,x
CC(=O)NC(Cc1ccc(N(CCCl)CCCl)cc1)C(=O)O (stereo not drawn),4%,x,x,x
CCC(NC(=O)OC(C)(C)C)C(=O)Oc1cc(C)cc2oc(=O)c3c(c12)CCC3 (stereo not drawn),-16%,x,x,x
COc1ccc(CC(=O)N2CCN(C)CC2)cc1OC,-6%,x,x,x
CCCCn1c(O)c(C(CC)=NC(C)c2ccccc2)c(=O)[nH]c1=O (stereo not drawn),-15%,x,x,x
CN(C)C(=O)Oc1cccc(NC(=O)N2CCOCC2)c1,-3%,x,x,x
O=P(c1ccccc1)(c1nc2ccccc2s1)N1CCOCC1 (stereo not drawn),-6%,x,x,x
CCN(N=Nc1nonc1OC)c1nonc1OC,11%,x,x,x
O=C(CN1CCOCC1)NCC(=O)Nc1ccc(Br)cc1C(=O)c1ccccc1,-6%,x,x,x
Clc1ccc2c(c1)C(c1ccccc1Cl)=NCc1nnc(Br)n1-2,-8%,x,x,x
Cc1ccccc1C1=NCC(=S)Nc2ccc(Cl)cc21,1%,x,x,x
CCOc1ccccc1N1C(=O)NC(=O)C(CCc2ccncc2)(CCc2ccncc2)C1=O,6%,x,x,x
CCC(=NCCc1ccccc1)c1c(O)n(C2CCCCC2)c(=O)[nH]c1=O,-17%,x,x,x
C=C(CC1(CNP(=O)(c2ccccc2)c2ccccc2)CC1)c1ccccc1,-16%,x,x,x
O=P(c1ccccc1)(c1ccccc1)N1CC2(CC2)CC(O)(c2ccccc2)C1 (stereo not drawn),-18%,x,x,x
COc1ccc(C2SCC(=O)Nc3c2c(C)nn3-c2ccccc2)cc1 (stereo not drawn),24%,x,x,x
Cc1cccc(N=Cc2c(O)n(-c3ccccc3C)c(=O)[nH]c2=O)c1,1%,x,x,x
CCN(CC)CCCOC(=O)C(OC)(c1ccccc1)c1ccccc1,-1%,x,x,x
Cc1cc(C=O)c(C)n1C1CCCCC1,-6%,x,x,x
O=C(N/N=C1/CN2CCC1CC2)c1cccc(O)c1,2%,x,x,x
CCN1CCN(C(=O)COc2ccc(S(=O)(=O)NC(C)C)cc2)CC1,5%,x,x,x
Cn1cccc1CNCCc1ccc(F)cc1,8%,x,x,x
CCN(CC)CCCOC(=O)C(OC(C)C)(c1ccccc1)c1ccccc1,2%,x,x,x
CCOC(=O)c1c(NC(=O)c2c(N)n(CCCOC)c3nc4ccccc4nc23)sc2c1CCCC2,-6%,x,x,x

# Profiles from above:
# O=C(N/N=C1/CN2CCC1CC2)c1cccc(O)c1 reads HT1080 cytotoxicity = 2%; MK inhibit = x; Spn PMK inh = x; Spn DPM-DC inh = x
# Cc1cccc(N=Cc2c(O)n(-c3ccccc3C)c(=O)[nH]c2=O)c1 reads HT1080 cytotoxicity = 1%; MK inhibit = x; Spn PMK inh = x; Spn DPM-DC inh = x

# Next structures.
SMILES,HT1080 cytotoxicity,MK inhibit,Spn PMK inh,Spn DPM-DC inh
COc1ccc(CCNC(=O)c2c(N)n(CCN3CCOCC3)c3nc4ccccc4nc23)cc1OC,4%,x,x,x
Cc1ccsc1-c1nc(CSCC(=O)N2CCC3(CC2)OCCO3)c(C)o1,-4%,x,x,x
Cc1cccc(CN2CCN(CC(=O)N3CCC4(CC3)OCCO4)C2=O)c1,6%,x,x,x
CCCCn1c(N)c(C(=O)NCc2cccs2)c2nc3ccccc3nc21,-4%,x,x,x
CN1CCN(c2ccc(NC(=O)Oc3ccccc3)cc2)CC1,6%,x,x,x
CC1CN(C)C(C)(C)CC1(O)c1ccccc1 (stereo not drawn),11%,x,x,x
CN1CCN(Cc2cc(C(C)(C)C)c(O)c(C(C)(C)C)c2)CC1,2%,x,x,x
O=C(O)[C@H]1C[C@@H]1[C@H](NP(=O)(c1ccccc1)c1ccccc1)c1ccccc1,2%,x,x,x
Cc1nc2cc(C(=O)N3CCC4(CC3)OCCO4)ccc2n1-c1cccc(F)c1,x,1,14,i

# Structural class, the compounds so far with sulfur
SMILES,HT1080 cytotoxicity,MK inhibit,Spn PMK inh,Spn DPM-DC inh
CCCC(C)n1[nH]c(=O)c2c1NC(=O)CSC2c1ccc(OC)cc1 (stereo not drawn),-5%,x,x,x
COc1cc(/C=N/NP(=S)(c2ccccc2)c2ccccc2)ccc1O,-7%,x,x,x
CC(=O)c1ccc2c(c1)C1C(Cl)C(Sc3ccccc3[N+](=O)[O-])CC1C(c1ccccc1[N+](=O)[O-])N2 (stereo not drawn),-4%,x,x,x
Cc1cc(C)c(NC2=NCCCS2)c(C)c1,11%,x,x,x
O=P(c1ccccc1)(c1nc2ccccc2s1)N1CCOCC1 (stereo not drawn),-6%,x,x,x
Cc1ccccc1C1=NCC(=S)Nc2ccc(Cl)cc21,1%,x,x,x
COc1ccc(C2SCC(=O)Nc3c2c(C)nn3-c2ccccc2)cc1 (stereo not drawn),24%,x,x,x
CCN1CCN(C(=O)COc2ccc(S(=O)(=O)NC(C)C)cc2)CC1,5%,x,x,x
CCOC(=O)c1c(NC(=O)c2c(N)n(CCCOC)c3nc4ccccc4nc23)sc2c1CCCC2,-6%,x,x,x
Cc1ccsc1-c1nc(CSCC(=O)N2CCC3(CC2)OCCO3)c(C)o1,-4%,x,x,x
CCCCn1c(N)c(C(=O)NCc2cccs2)c2nc3ccccc3nc21,-4%,x,x,x

# Screens (PubChem BioAssay)
